# Source: PubChem
# Growth percent in the NCI-60 one-dose screen (48 h, 10 µM unless noted): 100 = growth as untreated, 0 = no growth, -100 = all killed.
# UO-31: UO-31 renal cancer; 81,000 compounds, 5.2% hits; AID 1794768
# ACHN: ACHN renal cancer. AID 1794771. 81,000 compounds, 4.9% hits
# NCI-H322M: NCI-H322M lung cancer; 80,000 compounds, 2.7% hits; AID 1794733
# RXF 393: RXF 393 renal cancer cells; 77,000 compounds, 6.9% hits; AID 1794773
# NCI-H460: NCI-H460 lung cancer; 82,000 compounds, 6.8% hits; AID 1794736
# NCI-H522: NCI-H522 lung cancer; 78,000 compounds, 8% hits
# TK-10: TK-10 renal cancer cells; 81,000 compounds, 3.9% hits
# CAKI-1: CAKI-1 renal cancer; AID 1794772; 75,000 compounds, 4.7% hits
# 786-0: 786-0 renal cancer cells | 81,000 compounds, 5.1% hits
# The depositor's hits bear a star; . = not tested or not shown; & = joins results of further samples. How the source made its calls: active means growth percent below 10; inactive means the rest. No enrichment for hits. Share with any hit: about 11%.
# Start of the data: the first 3 records (preview)
SMILES,UO-31,ACHN,NCI-H322M,RXF 393,NCI-H460,NCI-H522,TK-10,CAKI-1,786-0
COC(=O)/C(CCC=C(C)C)=C1\[C@@H](OC(C)=O)C[C@@]2(C)[C@H]1C[C@@H](O)[C@H]1[C@@]3(C)CC[C@@H](OCCC#N)[C@@H](C)[C@@H]3CC[C@@]12C,46.2,61.5,90.1,72.2,50.1,61.1,74.4,49.9,75.0
CC[C@@]12CC(C(=O)OC)=C3Nc4cc(O)ccc4[C@@]34CCN(C[C@H]3O[C@H]31)[C@@H]24,83.5,104.5,104.0,118.6,107.0,91.0,99.8,84.8,102.8
CCN(CC)S(=O)(=O)c1ccc(S(=O)(=O)N2CCC[C@@H](C(=O)OC3CC3)C2)cc1,61.9,79.3,93.2,.,104.0,57.2,80.3,73.9,81.7

# The list itself, from the start:
SMILES,UO-31,ACHN,NCI-H322M,RXF 393,NCI-H460,NCI-H522,TK-10,CAKI-1,786-0
COC(=O)/C(CCC=C(C)C)=C1\[C@@H](OC(C)=O)C[C@@]2(C)[C@H]1C[C@@H](O)[C@H]1[C@@]3(C)CC[C@@H](OCCC#N)[C@@H](C)[C@@H]3CC[C@@]12C,46.2,61.5,90.1,72.2,50.1,61.1,74.4,49.9,75.0
CC[C@@]12CC(C(=O)OC)=C3Nc4cc(O)ccc4[C@@]34CCN(C[C@H]3O[C@H]31)[C@@H]24,83.5,104.5,104.0,118.6,107.0,91.0,99.8,84.8,102.8
CCN(CC)S(=O)(=O)c1ccc(S(=O)(=O)N2CCC[C@@H](C(=O)OC3CC3)C2)cc1,61.9,79.3,93.2,.,104.0,57.2,80.3,73.9,81.7
O=C1CSCc2nc3ccccc3n21,65.3,94.8,.,107.0,110.3,90.1,98.1,92.3,113.2
CC1(C)CC(=O)C2=C(C1)N(c1ccc(F)cc1F)C(N)=C(C#N)C2c1ccc(Br)o1 (stereo not drawn),66.5,96.2,96.8,111.7,101.9,88.4,102.0,83.8,102.8
CCCCC(O)(c1ccccc1)c1ccccc1,90.1,.,94.8,117.4,106.7,81.2,86.6,.,97.4
CCOc1ccc(/C=C\C(=O)O)cc1,98.7,109.3,107.1,138.1,109.1,115.5,109.3,113.1,104.0
[Ag].[Ag].[NH-]S(=O)(=O)c1ccc(N=Nc2cc(N=Nc3ccc(S([NH-])(=O)=O)cc3)c3c(NC(=O)C(Cl)Cl)cccc3c2OC(=O)C(Cl)Cl)cc1.[c-]1nccs1.[c-]1nccs1,69.4,52.3,97.2,71.5,56.7,-86.4*,108.3,59.1,105.7
CCOC(=O)C(CCc1ccc([N+](=O)[O-])cc1)(CCc1ccc([N+](=O)[O-])cc1)C(=O)OCC,.,93.4,114.8,110.2,97.0,.,100.8,79.2,.
COc1cccc(Cn2c(C)c3c(=O)n(-c4ccc(Cl)cc4)[nH]c3cc2=O)c1,105.8,112.5,93.9,105.4,103.2,80.7,67.4,.,79.9
Nc1nc(CSCc2n[nH]c(=S)o2)nc(Nc2ccccc2)n1,86.3,98.0,104.0,106.3,103.2,95.5,98.4,93.2,104.1
C/C(=C/C(C)(C)C)C(=O)C(C)(C)C,93.4,92.3,111.3,108.6,119.3,95.8,105.4,96.1,94.2
O=C1CC(=O)N(C2=NC(c3cccc([N+](=O)[O-])c3)c3sc4ccc(Cl)cc4c3N2)N1 (stereo not drawn),63.0,89.1,97.3,111.9,97.2,90.4,112.0,81.7,104.8
NC1=NC(c2ccccc2Cl)c2c(n[nH]c2N)N1 (stereo not drawn),43.1,67.2,78.7,70.1,20.7,39.7,69.3,13.9,45.0
COC(=O)c1ccc2c(c1)nc(-c1cc3ccccc3[nH]c1=O)n2-c1ccc(OC)cc1,50.1,38.8,90.4,84.4,92.7,18.9,92.0,67.5,95.4
Nc1ccc(-c2cc3c(Nc4ccc(Oc5cccc(C(F)(F)F)c5)c(Cl)c4)ncnc3s2)cc1,47.3,60.5,61.9,35.7,69.5,53.6,90.3,60.3,73.9
COc1c(CCCO)cc2c(c1OC)OCO2,92.9,101.4,102.1,112.6,107.2,98.6,109.4,90.0,100.5
Cn1nnnc1SCC1=C(C(=O)O)N2C(=O)C(NC(=O)C(O)c3ccccc3)C2SC1 (stereo not drawn),84.6,103.3,103.8,.,113.8,96.2,111.5,90.3,98.2
CNS(=O)(=O)c1ccc(C)cc1,95.4&90.7,113.1&102.2,106.1&103.1,103.6&103.2,107.7&109.0,95.1&107.2,101.0&99.7,104.6,101.3&95.7
COc1cc2oc(-c3cccc(C(=O)Nc4ccc(Cl)cc4)c3)cc(=O)c2c(OCC(=O)NCC(=O)O)c1OC,83.2,85.9,88.3,77.4,44.7,95.3,114.2,85.9,93.8

# Complete entries, looked up by structure:
# Cn1nnnc1SCC1=C(C(=O)O)N2C(=O)C(NC(=O)C(O)c3ccccc3)C2SC1 (stereo not drawn) across the screens: UO-31: 84.6; ACHN: 103.3; NCI-H322M: 103.8; RXF 393: .; NCI-H460: 113.8; NCI-H522: 96.2; TK-10: 111.5; CAKI-1: 90.3; 786-0: 98.2
# NC1=NC(c2ccccc2Cl)c2c(n[nH]c2N)N1 (stereo not drawn) across the screens: UO-31: 43.1; ACHN: 67.2; NCI-H322M: 78.7; RXF 393: 70.1; NCI-H460: 20.7; NCI-H522: 39.7; TK-10: 69.3; CAKI-1: 13.9; 786-0: 45.0

# Continuation:
SMILES,UO-31,ACHN,NCI-H322M,RXF 393,NCI-H460,NCI-H522,TK-10,CAKI-1,786-0
CC1CCC2(C(=O)O)CCC3(C)C(=CCC4C5(C)CC(O)C(O)C(C)(CO)C5C(O)CC43C)C2C1C (stereo not drawn),92.8,115.9,98.7,26.2,111.0,87.9,108.3,118.0,109.6
NCCCC[C@H](N[C@@H](CCc1ccccc1)C(=O)O)C(=O)N1CCC[C@H]1C(=O)O,83.8,99.4,110.5,.,112.0,101.8,119.8,90.8,99.6
Cc1ccc2c(c1Cl)C(=O)c1ccccc1C2=O,.,104.3,116.4,110.0,105.7,.,98.2,105.7,.
O=C(O)CCNC(=O)CCc1nc2c(=O)[nH]c(=S)[nH]c2[nH]c1=O,86.4,101.5,103.0,101.5,102.1,99.2,102.6,92.3,102.6
COc1ccc2oc(=O)cc(-c3sc(N4CCCC4)nc3-c3ccccc3)c2c1,85.5,92.1,99.4,98.9,93.9,59.4,133.9,.,93.7
O=C1Nc2ccccc2/C1=C/c1ccc(CO)n1Cc1ccccc1,70.9,89.3,97.2,.,111.8,88.6,131.2,76.3,100.8
COc1cc2ncnc(Nc3ccc(S(=O)(=O)Nc4cc(C)on4)cc3)c2cc1OCCCN1CCN(c2ccccc2)CC1,83.1,104.1,102.8,123.0,102.1,99.3,110.3,90.1,106.1
Cc1cccc(NC(=O)Nc2cccc(-c3cc(=O)c4ccccc4o3)c2)c1,64.6,90.7,96.4,.,96.4,81.6,82.1,79.4,92.0
O=C(O)CCC(=O)Nc1ccccc1,99.6,109.9,102.4,.,113.0,108.5,.,110.6,104.2
COc1cc(C)cc(-c2nn(CC(N)=O)cc2-c2ccnc(Oc3cc(OC)c(OC)c(OC)c3)n2)c1,92.4,105.5,105.3,91.8,107.4,95.8,102.5,100.6,94.5

# An excerpt from above, reduced to UO-31:
SMILES | UO-31
O=C(O)CCNC(=O)CCc1nc2c(=O)[nH]c(=S)[nH]c2[nH]c1=O | 86.4
COc1ccc2oc(=O)cc(-c3sc(N4CCCC4)nc3-c3ccccc3)c2c1 | 85.5
O=C1Nc2ccccc2/C1=C/c1ccc(CO)n1Cc1ccccc1 | 70.9
COc1cc2ncnc(Nc3ccc(S(=O)(=O)Nc4cc(C)on4)cc3)c2cc1OCCCN1CCN(c2ccccc2)CC1 | 83.1

# New compounds follow:
SMILES,UO-31,ACHN,NCI-H322M,RXF 393,NCI-H460,NCI-H522,TK-10,CAKI-1,786-0
COc1cc2nc(Cl)nc(Nc3cccc(C(=O)/C=C/c4ccc(Br)cc4)c3)c2cc1OC,60.8,78.3,95.1,85.1,103.7,84.3,172.1,72.8,87.0
CC(=O)NC(CSC(c1ccccc1)(c1ccccc1)c1ccccc1)C(=O)O (stereo not drawn),92.1,104.3,93.0,116.2,106.2,.,99.3,115.2,106.5
N#C/C(=C\c1ccncc1Br)c1nc2ccccc2s1,77.5,96.7,72.7,82.2,104.4,85.2,122.5,81.5,105.4
O=c1cc(NNC(=S)Nc2ccccc2)c2ccccc2[nH]1,67.5,93.9,91.8,93.9,92.2,87.4,111.5,85.3,91.6
OC[C@@H](O)[C@@H](O)CO,80.5,102.8,105.0,109.5,106.6,96.6,110.5,93.9,104.4
CCCS(=O)(=O)Nc1ccc(C(=O)CC2(O)C(=O)Nc3ccccc32)cc1 (stereo not drawn),85.5,104.4,101.2,107.1,106.7,100.7,121.2,89.8,103.5
C=C(C)[C@@H]1CC[C@]2(C(=O)O)CC[C@]3(C)[C@H](CC[C@@H]4[C@@]5(C)C[C@@H](CC#Cc6ccccc6C)C(=O)C(C)(C)[C@@H]5CC[C@]43C)[C@@H]12,29.4,29.4,36.4,51.8,16.0,-4.7*,27.3,.,34.4
CC(C)c1cc(C(=O)Nc2ccc(-c3nccs3)cc2)no1,102.8,116.6,110.9,107.0,103.7,89.6,81.1,.,96.1
O=C(/C=C/c1ccccc1)c1c[nH]c2ccccc2c1=O,4.9*,11.6,-7.6*,18.1,-32.8*,0.4*,22.5,4.7*,4.5*
Fc1ccc(NC(=S)N/N=C\c2ccccc2Cl)cc1,84.5,121.5,110.5,101.8,111.0,84.0,117.7,99.7,102.3
Cc1ccc(C2=C(c3ccc(C)cc3)CS(=O)(=O)C2)cc1,76.4,90.4,92.3,142.1,99.9,97.4,103.2,79.9,99.3
COc1ccc(OC)c(-c2cn3c(-c4c[nH]c5ccccc45)csc3n2)c1,94.0,98.3,99.3,100.6,98.1,95.0,142.3,91.5,102.8
COc1cc2oc3cc(=O)cc4oc(-c5ccccc5)cc(c2c2c1CCC(c1ccccc1)O2)c43 (stereo not drawn),57.9,72.7,100.8,78.6,76.2,86.6,120.3,57.4,109.5
O=C1CC(=NCC(=O)n2cnc3ccccc32)NN1,65.0,90.5,99.1,107.8,101.5,93.0,111.6,78.5,106.0
COc1ccc(C(=O)/C=C/c2cc(-c3cc(OC)c(OC)c(OC)c3)n[nH]2)cc1,5.3*,58.6,-6.8*,30.1,2.8*,-0.1*,.,4.8*,10.4
Cc1c(/C(=N/O)c2ccccc2)oc2ccc(N)cc12,56.9,105.5,.,103.9,107.1,86.1,120.8,103.5,91.8
COc1cc2c(cc1OCCCCCOc1ccc(-n3c(C)nc4ccccc4c3=O)cc1)N=C[C@@H]1CCCN1C2=O,2.9*,9.2*,-31.2*,-73.9*,-31.2*,-33.5*,-28.2*,4.3*,-42.5*
O=C(Nc1cccc2c1[nH]c(=O)c1ccccc12)C(F)(F)F,63.3,92.1,.,86.4,106.4,93.8,113.6,82.6,124.6
CCOC(=O)CC1CSC(c2ccc(C(F)(F)F)cc2)=N1 (stereo not drawn),95.1,108.0,92.3,102.5,110.5,96.3,86.0,99.7,91.4
COc1ccc2c(c1)CC[C@@H]1[C@@H]2CC[C@]2(C)C3C(=CC(COC(C)=O)C4C(=O)N(c5ccc(Cl)cc5)C(=O)C43)C[C@@H]12 (stereo partly drawn),79.1,95.8,106.9,109.6,110.3,89.9,120.0,108.1,111.4
N#Cc1c(-c2ccc(F)cc2)nc(N=Nc2c(O)[nH]c3ccccc23)[nH]c1=O,81.1,104.2,105.9,102.7,102.9,86.3,105.3,94.5,97.9
CCCCCCCCCCCCCCCCCC(=O)NNc1ccccc1,59.9,80.0,86.3,118.0,109.0,.,130.4,61.4,90.3
